# aSyn UTR inh = MLPCN primary screen, SNCA 5' untranslated region | 300,000 tested, 0.82% active | alpha-synuclein 5'UTR reporter, inhibitor activity | inhibition, % (tested at 7.5 µM) | AID 1813; in the data active = inhibition above about 60%; inconclusive = no clear call, values can overlap the other calls;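 also: H4 neuroglioblastoma cells stably carrying SNCA 5'UTR luciferase fusion; 0% = DMSO wells and 100% = positive control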
# HSF-1 act = increases HSF-1 driven luciferase reporter signal | NIH3T3-HGL HSF-1 luciferase reporter, MG132, 8 h; 100% = twice DMSO control signal | activation, % at 9 µM | 300,000 tested, 1.7% active | AID 504408;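 active = mean replicate activation of at least 50% with a set share of replicates each reaching 50%; inconclusive = only one of those two conditions met; inactive = mean below 50% and too few replicates reaching it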;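 also: 0% = median of the neutral control wells and 100% = twice that signal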
# HSF1 inh = HSF1 inhibition. activity change, negative = inhibition, % at 7.5 µM (by protocol). NIH3T3-HGL HSE-luciferase, MG132-induced, luminescence 8 h; stronger effect = lower value. 300,000 tested, 0.77% active;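 active = more than half of replicate wells show activity change below -50%, luminescence cut by over half; inconclusive = some wells, but at most half, below -50%; inactive = no replicate well below -50%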;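 also: luciferase reports HSF-1 transcriptional activity via heat shock element; 0% = median of DMSO wells and -100% = zero luminescence signal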
# PolyA inh = blocks polyadenylation in yeast reporter cells | S. cerevisiae SKY197-pL101 polyadenylation reporter, beta-gal luminescence; efflux-impaired pdr1/pdr3 knockout yeast; score 100 = 6 SD above DMSO | 300,000 tested, 0.02% active | calls only at 12 µM;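 active = lowest replicate activity score at least 50, where 100 means six control SD above control mean; inconclusive = lowest score under 50 but half or more replicates reach 50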;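 also: yeast exposed to compound for 9 h at 30 °C; higher score means more reporter readthrough which indicates perturbed polyadenylation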
# HSP90 refold inh = inhibitors of HSP90 luciferase refolding in rabbit reticulocyte lysate; luciferase refolding luminescence, 3 h; inhibition, % at 5.6 µM; 290,000 tested, 0.91% active; AID 1789;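 active = inhibition above the screen-wide mean plus 3 SD, computed separately per campaign, cut at about 16% in these data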;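 also: 0% = DMSO wells and 100% = 60 µM geldanamycin wells; inhibitors lower the luminescence because luciferase stays unfolded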
# GSK3beta inhib = human GSK3beta kinase inhibition | 300,000 tested, 0.038% active | P49841 | GST-GSK3beta kinase, ADP-Glo luminescence, 60 min; stronger effect = lower value | activity score (negative = inhibition), % at 10 µM;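 active = more than half of replicate wells score below -50%, meaning over 50% inhibition versus plate controls; inconclusive = some replicates but at most half score below -50%; inactive = no replicate scores below -50%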;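 also: 0% = median DMSO wells and -100% = median GW8510 positive control wells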
# Target sequence (P49841 whole entry, looked up): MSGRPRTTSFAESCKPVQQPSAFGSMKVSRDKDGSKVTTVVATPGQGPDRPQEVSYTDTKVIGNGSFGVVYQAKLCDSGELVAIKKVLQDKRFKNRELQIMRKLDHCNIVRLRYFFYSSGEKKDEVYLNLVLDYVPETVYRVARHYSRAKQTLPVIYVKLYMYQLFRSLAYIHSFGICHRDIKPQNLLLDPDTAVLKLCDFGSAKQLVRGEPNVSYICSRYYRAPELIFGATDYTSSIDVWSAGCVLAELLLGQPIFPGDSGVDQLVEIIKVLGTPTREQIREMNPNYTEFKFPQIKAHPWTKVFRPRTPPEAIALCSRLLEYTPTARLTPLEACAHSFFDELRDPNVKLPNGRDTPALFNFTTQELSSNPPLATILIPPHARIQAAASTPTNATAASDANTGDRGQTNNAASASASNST
#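 Test system: GST-fused GSK3beta enzyme, cell-free | Quantity: 1.6 ng GST-GSK3beta enzyme per well | Reagent: 25 µM ATP with peptide substrate | Schedule: 60 min enzyme reaction, room temperature | Signal: Luminescent ADP-Glo measurement of ADP formed | Read-out basis: Score relative to plate controls | Control set: DMSO and 20 µM GW8510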
# AI-2 QS modul = Vibrio harveyi AI-2 quorum sensing modulation; Vibrio harveyi JMH597 AI-2 luminescence/OD600 ratio, 9 h; stronger effect = lower value; strain lacks LuxN and CqsS sensors; 0 = neutral-control median; activity change, % at 7.5 µM; 300,000 tested, 0.4% active; AID 2094; in the data active = activity change below about -75%, passing the limit was not always enough; inconclusive = no clear call, values can overlap the other calls;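 also: luminescence divided by OD600 gain over 9 h not by final OD600 alone; inactives centre near 13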
# IEC-6 tox = kills IEC-6 intestinal cells in KLF5 counter-screen | IEC-6 cytotoxicity, luminescence viability | inhibition, % at 5 µM | 290,000 tested, 0.78% active | AID 1825; in the data active = inhibition above about 22%;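 also: 0% = plate median of test compound wells and 100% = cytotoxic reference compound wells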
# GSK3 alpha inh = blocks human GSK-3 alpha kinase. P49840. ADP-Glo luminescence, 60 min. inhibition, % at 10 µM. 320,000 tested, 0.1% active. AID 2650;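 in the data active = inhibition above about 50%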;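 also: GST-tagged GSK-3 alpha with peptide substrate and 25 µM ATP; 0% = DMSO neutral wells and 100% = GW8510 positive control wells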
# Target sequence (P49840 whole entry, looked up): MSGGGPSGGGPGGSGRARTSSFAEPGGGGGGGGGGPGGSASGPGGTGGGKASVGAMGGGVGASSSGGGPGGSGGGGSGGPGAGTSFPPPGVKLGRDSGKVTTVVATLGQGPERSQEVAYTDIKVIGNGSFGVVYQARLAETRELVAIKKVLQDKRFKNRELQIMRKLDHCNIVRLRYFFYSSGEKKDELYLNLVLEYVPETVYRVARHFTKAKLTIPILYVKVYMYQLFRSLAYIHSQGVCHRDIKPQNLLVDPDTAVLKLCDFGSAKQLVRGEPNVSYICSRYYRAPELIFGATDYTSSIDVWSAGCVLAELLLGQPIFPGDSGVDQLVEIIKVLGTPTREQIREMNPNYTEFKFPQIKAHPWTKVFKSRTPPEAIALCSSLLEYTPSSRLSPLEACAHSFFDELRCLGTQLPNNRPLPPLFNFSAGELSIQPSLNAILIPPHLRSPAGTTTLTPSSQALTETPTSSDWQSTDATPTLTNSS
# KLF5 inhibitor = suppresses KLF5 promoter-driven expression. 290,000 tested, 0.23% active. DLD-1 KLF5 promoter-luciferase reporter, luminescence. inhibition, % at 5 µM;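 active = inhibition above a per-plate limit of that plate's mean compound inhibition plus 3 SD, cut at about 60% in these data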;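 also: 0% = DMSO wells and 100% = LY294002 at 200 µM; higher means less KLF5 promoter-driven luciferase light; inactives centre near -14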
# Numbers without * were called inactive; i = inactive; ? = inconclusive; . = no result given; & = joins results of further samples.
SMILES,aSyn UTR inh,HSF-1 act,HSF1 inh,PolyA inh,HSP90 refold inh,GSK3beta inhib,AI-2 QS modul,IEC-6 tox,GSK3 alpha inh,KLF5 inhibitor
c1ccc(-c2[nH]c(-c3ccccc3)[n+](CC3CO3)c2-c2ccccc2)cc1 (stereo unspecified),-10,27,5,i,2,0,12,2,0,21
O=C1CC(N2CC=C(c3ccc(F)cc3)CC2)C(=O)N1c1ccc(F)cc1 (stereo unspecified),18,-78,-71*,i,5,-1,11,2,-2,5
Cn1c(O)c(C=Nc2ccc(Br)cc2)c(=O)n(C)c1=O,-7,-4,-9,i,6,-4,2,4,-2,16
C=CCn1c(O)c(C(C)=Nc2ccc3c(c2)CCC3)c(=O)[nH]c1=O,5,21,-3,i,5,-1,3,2,-1,8
O=C1C2CCCN2C(c2cccnc2)N1c1ccc(Cl)c(Cl)c1 (stereo unspecified),-24,27,7,i,3,2,10,-3,-1,-23
CCC1(CCc2ccncc2)C(=O)NC(=O)NC1=O,-9,-7,-4,i,1,-6,13,-1,1,-8
COc1cc(C2NCc3ccccc3-n3cccc32)ccc1O (stereo unspecified),-4,54*,16,i,-2,0,7,-6,0,-26
COC(=O)C(O)(c1ccc(NC(=O)c2cccs2)c(C)c1)C(F)(F)F (stereo unspecified),-7,6,-4,i,5,1,9,6,-1,12
Cc1ccc(NP(=O)(c2ccccc2)c2nc3ccccc3s2)cc1 (stereo unspecified),-20,16,10,i,-3,0,30,-1,0,-21
Cc1ccc(N2C(=O)CC(=O)NC2=O)cc1,13,-2,-6,i,-2,1,21,-9,2,-13
CC(C)c1ccc(-n2c(O)c(C=NCCN3CCNCC3)c(=O)[nH]c2=S)cc1,1,-8,-1,i,-3,-5,0,-3,5,1
CCn1c(O)c(C=NCCc2c[nH]c3ccccc23)c(=O)[nH]c1=O,8,12,5,i,0,2,41,-6,15,-13
C[C@]12CC[C@H](OS(=O)(=O)O)CC1=CC[C@@H]1[C@@H]2CC[C@]2(C)C(=O)CC[C@@H]12,23,7&34,-5&13,i,.,1&1,20&9,.,2&1,.
COc1ccccc1N1C(=O)NC(=O)/C(=C/c2ccc3c4c(cccc24)CC3)C1=O,10,10,-8,i,3,4,18,3,-3,-24
O=P1(Nc2ccc(F)cc2)COc2ccccc2OC1,-4,4,6,i,-3,1,11,4,1,-7
CCCCCCn1c(O)c(C=NCCCn2ccnc2)c(=O)[nH]c1=O,14,23,1,i,4,-33,16,0,40,-14
CN1c2ccc([N+](=O)[O-])cc2CC2(C(=O)NC(=O)N(c3ccccc3)C2=O)C1c1ccccc1 (stereo unspecified),0,-14,-4,i,-5,-1,17,-1,-2,-18
Cc1cc(NC(=O)CCC(=O)N2CCC3(CC2)OCCO3)no1,19,-8,-5,i,6,1,20,-8,2,8
Cc1ccc(-c2cc(-c3ccccc3)cc(-c3ccccc3)[n+]2-c2ccc(C(=O)O)cc2)cc1,7,-9,-1,i,.,2,7,.,-2,.
CCCSc1nc(O)c(CC)c(=O)n1C(C)CC (stereo unspecified),-5,-2,-1,i,-2,4,10,2,-6,-23
COc1ccc(OC)c(N2C(=O)NC(=O)C3(Cc4cc(C)ccc4N(C)C3)C2=O)c1 (stereo unspecified),18,11,-3,i,-5,-4,27,5,18,-4
CC(=O)Nc1ccccc1C(=O)OCc1ccc(C(=O)c2ccccc2)cc1,-56,44,27,i,-2,-27,-6,-2,-5,-27
Cc1c(NP(=S)(C(C)(C)C)C(C)(C)C)c(=O)n(-c2ccccc2)n1C,-8,17,-10,i,1,-2,-3,-1,2,11
CC/C(=N\N1CCCCCC1)c1c(O)n(-c2ccccc2C)c(=O)[nH]c1=O,38,3,18,i,-8,2,19,2,2,-2

# Look-ups from the results shown:
# Reading of `CN1c2ccc([N+](=O)[O-])cc2CC2(C(=O)NC(=O)N(c3ccccc3)C2=O)C1c1ccccc1` (stereo unspecified) under HSF1 inh: -4
# Reading of `Cn1c(O)c(C=Nc2ccc(Br)cc2)c(=O)n(C)c1=O` under HSF1 inh: -9

# Remaining list, next part
SMILES,aSyn UTR inh,HSF-1 act,HSF1 inh,PolyA inh,HSP90 refold inh,GSK3beta inhib,AI-2 QS modul,IEC-6 tox,GSK3 alpha inh,KLF5 inhibitor
COc1cc(CN2CCCC(C(=O)c3sccc3C)C2)cc(OC)c1O (stereo unspecified),10,-13,-3,i,2,-1,26,-5,-2,-4
COc1ccc(C2N(c3cc(C)on3)C(=O)C3CCCN32)cc1 (stereo unspecified),-12,-4,-4,i,0,1,2,-3,-1,-2
CCN(CC)C(=O)c1ccc(NC(=O)c2ccc(-c3nn(C)c(=O)c4ccccc34)cc2)cc1,13,-4,-4,i,1,0,16,4,-1,-7
CN1CC[C@@]23CCCC[C@@H]2[C@@H]1Cc1ccc(O)cc13,-4,-17,-8,i,3,1,8,8,-4,14
CCN(CC)C(=O)c1ccc(NC(=O)c2sccc2-c2ccccc2)cc1,-3,4,-4,i,-4,-7,15,-1,1,-10
N=C1c2ccccc2CN1NC(=O)C1CC1,-15,0,-3,i,2,1,12,-1,-5,-33
CCOc1ccc(Br)c(C2(O)CC(C)N(C)CC2C)c1 (stereo unspecified),15,-8,-5,.,-2,2,7,-4,-3,-18
COCCN(C(=O)COC(=O)Cc1ccccc1)c1c(N)n(Cc2ccccc2)c(=O)[nH]c1=O,11,-9,-4,i,.,4,24,.,-2,.
CCOC(=O)C(O)(c1ccc(N(CC)C(=O)COc2ccccc2)cc1)C(F)(F)F (stereo unspecified),-3,-1,-2,i,-2,3,7,2,-3,-3
CC(=NCCC1=CCCCC1)c1c(O)n(-c2ccccc2)c(=O)[nH]c1=O,-20,5,0,i,2,-8,17,2,-1,-20
O/N=C/c1c[nH]c2ccccc12,0,-3,-5,i,3,-4,5,4,0,-52
CCN1CCN(c2ccc(NC(C)=O)cc2Cl)CC1,1,1,-5,i,1,-1,1,10,1,-5

# 2 records drawn at random from those above:
SMILES,aSyn UTR inh,HSF-1 act,HSF1 inh,PolyA inh,HSP90 refold inh,GSK3beta inhib,AI-2 QS modul,IEC-6 tox,GSK3 alpha inh,KLF5 inhibitor
CN1CC[C@@]23CCCC[C@@H]2[C@@H]1Cc1ccc(O)cc13,-4,-17,-8,i,3,1,8,8,-4,14
CCOC(=O)C(O)(c1ccc(N(CC)C(=O)COc2ccccc2)cc1)C(F)(F)F (stereo unspecified),-3,-1,-2,i,-2,3,7,2,-3,-3

# A draw from above in order of heavy-atom count, largest number first.
SMILES,aSyn UTR inh,HSF-1 act,HSF1 inh,PolyA inh,HSP90 refold inh,GSK3beta inhib,AI-2 QS modul,IEC-6 tox,GSK3 alpha inh,KLF5 inhibitor
COCCN(C(=O)COC(=O)Cc1ccccc1)c1c(N)n(Cc2ccccc2)c(=O)[nH]c1=O,11,-9,-4,i,.,4,24,.,-2,.
COc1ccc(C2N(c3cc(C)on3)C(=O)C3CCCN32)cc1 (stereo unspecified),-12,-4,-4,i,0,1,2,-3,-1,-2
CCN1CCN(c2ccc(NC(C)=O)cc2Cl)CC1,1,1,-5,i,1,-1,1,10,1,-5

# Going on with the list.
SMILES,aSyn UTR inh,HSF-1 act,HSF1 inh,PolyA inh,HSP90 refold inh,GSK3beta inhib,AI-2 QS modul,IEC-6 tox,GSK3 alpha inh,KLF5 inhibitor
CCOC(=O)C(O)(c1ccc(NC(=O)c2ccc(Cl)c(Cl)c2)cc1)C(F)(F)F (stereo unspecified),-54,21,7,i,-1,5,5,6,1,-4
Cn1c(=O)cc(SCC(=O)N2CCC3(CC2)OCCO3)c2ccc(Cl)cc21,.,.,.,.,1,.,.,8,1,-13
COc1ccccc1N1CCN(Cc2ccccc2)CC1,-10,-14,-11,i,6,2,-2,8,-2,-28
O=C(O)C(O)(c1ccccc1)C1CCCC1 (stereo unspecified),4,3,-12,i,-4,2,-12,-4,0,-26
CC[n+]1c(/C=C/C=C/c2ccc(N(C)C)cc2)sc2ccccc21,?,-27,-4,i,2,-7,?,37*,10,23
O=C(O)C1C2CCC(O2)C1C(=O)NC1CCCCC1 (stereo unspecified),31,-26,-17,i,3,4,14,6,-1,12
O=C(CN1CC=C(c2ccccc2)CC1)NC(=O)NC1CCCCC1,.,.,.,.,1,0,5,1,-4,2
CN1CCN(c2ccc([N+](=O)[O-])c(NCc3ccco3)c2)CC1,-13,23,13,i,-3,2,70,-4,-3,-3
COc1ccc(CN2CCN(C(=O)COc3cccc(C)c3)CC2)c(OC)c1,10,0,4,i,-2,-3,47,1,.,-8
C[C@H]1CCC[C@H](O)CCCCCc2cc(O)cc(O)c2C(=O)O1,-58,19,5,i,5,-1,7,-2,13,-20
CN1CCC(N(C)c2ccc(C(N)=O)cc2[N+](=O)[O-])CC1,16,-3,-19,i,1,1,49,-2,1,-37
COc1ccc(NC(=O)c2c(C)nn(Cc3ccccc3Cl)c2Cl)cc1Cl,-13,-21,-15,i,0,-1,12,-1,0,-57
COCCCNC(=O)c1c(NC(=O)c2ccco2)n(Cc2ccccc2)c2nc3ccccc3nc12,17,19,2,i,15,3,17,-1,3,-18

# Source: PubChem BioAssay (several laboratories)

# An excerpt; rates above refer to the full screens.
